Screening results from PubChem.
USP1-UAF1 inh – USP1/UAF1 (human) deubiquitinase inhibition; Potency, µM (highest dose often 57.1 µM), without a hit: at the highest dose activity change, negative = inhibition, actives largely listed as inhibitors; AID 743255; O94782; recombinant USP1/UAF1, Ub-Rhodamine cleavage fluorescence; 390,000 compounds, 0.23% hits; also: % is scaled to controls: 0 for no effect and ±100 for the full control effect; nearly all actives have a fitted effect of over 60% in size; inactives centre near -12
Target sequence (O94782 whole entry, looked up): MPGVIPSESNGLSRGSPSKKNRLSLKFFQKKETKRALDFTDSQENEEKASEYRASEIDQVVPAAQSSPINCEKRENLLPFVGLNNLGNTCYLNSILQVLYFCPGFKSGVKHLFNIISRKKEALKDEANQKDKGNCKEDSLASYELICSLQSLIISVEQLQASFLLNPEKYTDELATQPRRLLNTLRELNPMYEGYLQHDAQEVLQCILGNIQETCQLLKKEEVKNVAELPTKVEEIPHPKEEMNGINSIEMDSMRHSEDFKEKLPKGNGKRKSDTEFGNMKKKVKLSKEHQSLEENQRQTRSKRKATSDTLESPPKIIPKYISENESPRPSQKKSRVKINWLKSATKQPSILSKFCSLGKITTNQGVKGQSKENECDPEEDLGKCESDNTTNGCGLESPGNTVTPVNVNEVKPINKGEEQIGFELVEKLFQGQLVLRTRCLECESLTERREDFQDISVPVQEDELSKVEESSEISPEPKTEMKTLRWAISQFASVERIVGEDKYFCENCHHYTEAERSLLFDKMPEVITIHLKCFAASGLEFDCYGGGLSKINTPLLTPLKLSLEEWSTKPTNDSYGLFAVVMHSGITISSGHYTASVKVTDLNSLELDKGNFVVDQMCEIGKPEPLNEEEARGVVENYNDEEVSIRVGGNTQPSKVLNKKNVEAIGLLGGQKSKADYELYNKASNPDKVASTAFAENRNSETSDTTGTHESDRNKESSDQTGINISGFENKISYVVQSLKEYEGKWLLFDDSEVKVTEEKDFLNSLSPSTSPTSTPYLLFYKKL
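High-throughput fluorogenic screen: 1nM USP1/UAF1 complex, Ub-Rho substrate 150nM final, 50mM HEPES pH 7.8 with 0.5mM EDTA, 0.1 mg/ml BSA, 1mM TCEP and 0.01% Tween-20.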
RXFP1 ag – agonists of human relaxin receptor RXFP1; Q9HBX9; Potency, µM (top dose mostly 57.5 µM), for inactives: at the highest dose activation, hits mostly activators; 370,000 compounds, 0.3% hits; HEK293T-RXFP1 cAMP TR-FRET, 30 min; response scale: percent of porcine relaxin response, buffer zero; also: % is scaled to controls: 0 for no effect and ±100 for the full control effect; nearly all actives have a fitted effect of over 60% in size; many of its hits are not listed in these tables
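HEK293 cells stably expressing RXFP1, treated 30 min at 37C with compounds plus PDE4 inhibitor Ro 20174; cAMP measured by HTRF TR-FRET. Normalized to buffer and 29 nM porcine relaxin; EC50 by Hill fit.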
12-LOX inh – blocks human arachidonate 12S-lipoxygenase | purified 12hLO, xylenol orange hydroperoxide absorbance | Potency, µM (top dose mostly 108 µM), for inactives: top-dose activity change, negative = inhibition, usual class: inhibitors | 580,000 compounds, 1.1% hits | AID 1671190; also: % is scaled to controls: 0 for no effect and ±100 for the full control effect
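Purified human 12hLO (150 nM final) in 25 mM Hepes, 0.01% Triton X-100, pH 7.0 was preincubated 15 min at room temperature with compound. Then 40 uM arachidonic acid was added, 30 min. Hydroperoxide was read by Fe-XO absorbance ratio 573/405 nm.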
mIDH1 inhibitor – human IDH1 R132H inhibition. O75874. IDH1-R132H enzyme, NADPH consumption, diaphorase/resazurin fluorescence. Potency, µM (series often up to 76.6 µM), inactives show top-dose activity change, negative = inhibition, most hits filed as inhibitors. 390,000 compounds, 0.093% hits; also: % is scaled to controls: 0 for no effect and ±100 for the full control effect; nearly all actives have a fitted effect of over 65% in size
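IDH1-R132H (0.5 ug/mL) preincubated 30 min with compound, then NADPH (0.016 mM) and alpha-KG (2 mM) added; 80 min at RT, pH 7.5. Remaining NADPH coupled via diaphorase/resazurin to fluorescence (540/590 nm); concentration-response curves normalized to no-enzyme control.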
TrxR1 substrate – substrates of rat thioredoxin reductase 1; AID 588456; purified TrxR1 substrate turnover, NADPH consumption readout; 390,000 compounds, 0.01% hits; O89049; Potency, µM (top dose mostly 114 µM), for the others: top-dose activity change, negative = substrate turnover; also: % is scaled to controls: 0 for no effect and ±100 for the full control effect; nearly all actives have a fitted effect of over 50% in size
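Rat TrxR1, dispensed at 90 nM, was prereduced with 400 uM NADPH (final) for 5 min at ~22 deg C, then incubated with compound 15 min before 400 uM selenite. A first-read NADPH fluorescence drop versus no-compound background flagged substrates.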
rTrxR1 inhibitor – inhibitors of rat thioredoxin reductase 1; O89049; recombinant rTrxR1, NADPH fluorescence consumption, selenite substrate; Potency, µM (titrated, usually from 114 µM), inactives show at the top dose activity change, negative = inhibition, hits mostly inhibitors; 390,000 compounds, 1% hits; also: % is scaled to controls: 0 for no effect and ±100 for the full control effect; nearly all actives have a fitted effect of over 65% in size
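Rat TrxR1 (90 nM in the dispensed reagent) was pre-reduced with 400 uM NADPH for 5 min at room temperature, then incubated with compound for 15 min. After 400 uM selenite was added, NADPH fluorescence (Ex 340/Em 450 nm) was followed for 8 min.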
Vif-APOBEC3F blk – inhibitors of Vif-A3F interaction. HeLa A3F-eYFP + Vif (tagged APOBEC3F with the HIV-1 protein that degrades it), YFP fluorescence increase. Potency, µM (series often up to 46.1 µM), for inactives: top-dose activity, negative = active. 390,000 compounds, 0.2% hits; also: % of control where 0% means no effect; nearly all actives have a fitted effect of over 65% in size
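Fluorescence increase (Ex 488/Em 500-530) after overnight compound treatment at 37 deg C flags inhibition of Vif-driven A3F-eYFP loss in stable HeLa A3F-eYFP/Vif cells seeded overnight beforehand.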
Vif-A3G inh – inhibitors of Vif-APOBEC3G interaction. Q9HC16. HeLa A3G-eYFP + Vif (tagged APOBEC3G with the HIV-1 protein that degrades it), YFP fluorescence, overnight. Potency, µM (doses to about 46.1 µM), for the others: at the highest dose activity, negative = active, usual class: inhibitors. 410,000 compounds, 0.076% hits. AID 602310;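 also: % is scaled to controls: 0 for no effect and ±100 for the full control effect; nearly all actives have a fitted effect of over 60% in size; hits raise eYFP signal because A3G escapes Vif-driven loss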
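Read-out is eYFP fluorescence (Ex 488/Em 500-530) from Vif-expressing HeLa A3G-eYFP cells; more signal means A3G escaped Vif-mediated degradation. Cells plated overnight, compound pinned in, incubated overnight at 37 deg C.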
RGS4 inhibitor – inhibitors of human regulator of G protein signaling 4. AID 504845. 390,000 compounds, 0.039% hits. Transcreener GDP fluorescence polarization, RGS4-accelerated GTP hydrolysis. Potency, µM (series often up to 114 µM), for the others: at the top dose activity change, negative = inhibition, actives largely listed as inhibitors; also: % is scaled to controls: 0 for no effect and ±100 for the full control effect; nearly all actives have a fitted effect of over 75% in size; some results filed as inactive show a strong effect at the top dose
Target sequence (P49798 whole entry, looked up): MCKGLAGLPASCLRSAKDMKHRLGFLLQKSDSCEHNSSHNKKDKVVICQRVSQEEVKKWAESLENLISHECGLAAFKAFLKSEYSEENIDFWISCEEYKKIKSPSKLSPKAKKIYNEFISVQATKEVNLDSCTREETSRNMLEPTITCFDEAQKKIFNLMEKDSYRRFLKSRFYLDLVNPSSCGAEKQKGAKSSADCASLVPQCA
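MLSMR compounds (23 nl, pin-transferred) preincubated 10 min at room temperature with a 500nM (2x) first reagent, then RGS4 at 900nM (2x) plus Transcreener GDP mix added; fluorescence polarization (620/688 nm) read before and after 90 min at 30 °C.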
* = called active by the depositor; ? = inconclusive; · = not tested or not shown; & = joins results of further samples; [ ] = remark or other dose. Calls follow the shape of the dose curve; as a rule, active = well fitted curve in the direction sought with a large enough effect; inconclusive = small, poorly fitted or top-dose-only effect, or another doubt; inactive = no such curve, though single readings can be large; an effect the other way counts as inactive or inconclusive. Potency is read from the fitted curve at half-maximal effect. Only part of the results is shown, so the mix of outcomes need not match the whole.

SMILES | USP1-UAF1 inh | RXFP1 ag | 12-LOX inh | mIDH1 inhibitor | TrxR1 substrate | rTrxR1 inhibitor | Vif-APOBEC3F blk | Vif-A3G inh | RGS4 inhibitor
Cc1c(Cl)cccc1NC(=O)CCC(=O)c1cccs1 | -21.2% | 1.9% | -28.9%&-6.7% | 3.6% | 12.5% | -7.0% | -3.1% | -1.2% | -11.2%
CC(=O)c1cccc(NC(=O)c2nccnc2C(=O)O)c1 | -2.9% | -1.2% | ? | 8.5% | 0.6% | 17.5% | -3.0% | 1.7% | -34.9%
CC(=O)NC(=S)Nc1cccc(S(=O)(=O)NC2=NCCC2)c1 | -12.6% | -1.7% | 10.6% | 1.5% | -11.0% | -17.4% | 0.1% | 0.7% | 6.8%
CC(=O)c1cccc(NC(=O)c2cccc(NC(=O)c3ccco3)c2)c1 | ? | 14.5% | -28.5% | 0.5% | -5.2% | 13.1%[57.1 µM] | 2.7% | -1.4% | ?
O=C(COc1ccc2ccc(=O)oc2c1)N1CCN(C(=O)C2COc3ccccc3O2)CC1 (stereo not given) | -27.0% | 0.5% | 5.7% | -7.5% | 27.6% | ? | 1.0% | -6.9% | -4.0%
CN(C)C(=S)c1ccccc1 | -19.4% | -2.1% | ? | 3.0% | -19.8%[57.1 µM] | 14.1%[57.1 µM] | 3.0% | -1.6% | ?
Cc1nc(C(F)(F)F)nc(Nc2ccc(Br)cc2)c1C#N | -16.8% | 4.0% | 6.8% | -1.8% | 15.8%[57.1 µM] | 15.4%[57.1 µM] | 0.0% | -1.0% | -0.3%
COc1cc([C@@H]2C[C@H]3CN(c4ccccc4)C(=O)[C@]34CCCN24)cc(OC)c1OC | -21.4% | 0.6% | -3.1% | -10.2% | 4.7% | ? | -9.1% | -17.2% | -17.4%
Cc1ccc(NC(=O)Cn2c(=O)n(-c3ccc(C)cc3)c(=O)c3c2cnn3C)cc1 | -14.1% | 3.1% | -15.8% | -10.8% | 8.0%[2.29 µM] | 19.3% | -1.1% | -3.3% | 16.0%
Cc1ccc(C(=O)COc2nc(C)nc3ccccc23)cc1 | -16.4% | -3.2% | -6.3% | 11.5% | 4.9%[57.1 µM] | 13.4%[57.1 µM] | 4.3% | -4.2% | -11.5%
COC(=O)c1cc2c(ccn2-c2ccc(F)cc2)n1CC(=O)N1CCN(C(=O)c2ccco2)CC1 | -19.8% | -1.6% | 0.0% | 1.4% | 14.4%[57.1 µM] | -5.1% | 4.5% | 0.4% | 4.7%
CCOc1ccccc1NC(=O)C(c1ccccc1)N1CCN(CC(=O)N2CCOCC2)CC1 (stereo not given) | -6.4% | -0.1% | 7.6% | 1.6% | 3.0% | -0.9% | 0.1% | 1.5% | 1.9%
COc1ccccc1NC(=O)Nc1c(C)nn(C)c1C | -13.8% | 2.5% | 0.5% | -13.0% | 10.3%[57.1 µM] | 17.3%[57.1 µM] | 2.9% | 2.3% | 31.0%
CC[C@]1(C(=O)OC)[C@H]2C(=O)N(C)C(=O)[C@H]2[C@H]2CN=C(SCc3ccccc3)N21 | -19.6% | · | -19.0% | -1.0%[38.3 µM] | 6.4% | 15.5% | 1.7% | -6.3% | -2.5%
COc1ccc(-n2c(Cc3cccn3C)nnc2SCC(=O)Nc2ccc3c(c2)OCCO3)cc1 | -1.5% | -1.3% | 486.8%[activator] | -0.1% | 1.2%[57.1 µM] | 2.7%[57.1 µM] | -0.1% | -1.0% | -28.1%
O=C1C=CC(=O)N1CCNc1ncc(C(F)(F)F)cc1Cl | -19.1% | 2.8% | ? | 4.8% | -6.9% | 2µM* | 16.7% | ? | ?
COc1cc(Cl)c(C)cc1NC(=O)CSc1nnc(-c2ccco2)n1CC(C)C | -16.2% | 2.5% | ? | 4.0% | 0.2% | 12.6µM* | 8.7% | 0.3% | -36.2%
O=C(CCn1c(=O)oc2ccccc21)Nc1nc2ccccc2s1 | -17.1% | 0.1% | 6.5%[57.4 µM] | 17.3% | -2.9%[57.1 µM] | 16.0%[57.1 µM] | 1.5% | -7.7% | 9.8%
COc1ccc(OC)c2[nH]c(=O)c(CCNC(=O)COc3ccccc3)cc12 | -1.7% | -3.8% | 10.0% | 7.4% | 4.7% | 2.1% | -4.4% | -16.8% | 12.9%
COc1ccc(N(C)S(=O)(=O)c2cccc(C(=O)OCC(=O)NCc3ccccc3OC)c2)cc1 | -10.6% | -9.0% | -12.5% | 4.6% | 8.3% | 21.5% | -7.0% | 2.5% | -6.0%
CCOC(=O)C1C(=O)NC(c2ccccc2)=NC1c1ccc(O)c(OC)c1 (stereo not given) | -17.8% | 0.0% | 5.9% | -4.4% | 4.3% | 39.3%[activator] | -8.7% | -0.5% | 1.7%
CCCc1nnc(NC(=O)CCC(=O)N2CCN(Cc3ccc(F)cc3)CC2)s1 | -10.8% | 0.8% | -16.5% | 3.8% | -6.4%[57.1 µM] | 21.7%[57.1 µM] | 1.1% | 3.3% | -24.6%[56.9 µM]
O=C(Nc1ccccc1-c1ccccc1)c1ccco1 | -10.9% | 3.7% | 28.3%[57.4 µM] | 5.2% | -5.2% | 1.3%[57.1 µM] | 4.2% | -6.7% | ?
COc1ccc(/C=N/NC(=O)c2ccc(-n3cnnn3)cc2)cc1 | -19.3% | 2.1% | 10.4% | 2.4% | 10.2% | 5.6% | 9.8% | -2.5% | -6.1%

Next section (2 carried over from the part before).
SMILES | USP1-UAF1 inh | RXFP1 ag | 12-LOX inh | mIDH1 inhibitor | TrxR1 substrate | rTrxR1 inhibitor | Vif-APOBEC3F blk | Vif-A3G inh | RGS4 inhibitor
O=C(Nc1ccccc1-c1ccccc1)c1ccco1 | -10.9% | 3.7% | 28.3%[57.4 µM] | 5.2% | -5.2% | 1.3%[57.1 µM] | 4.2% | -6.7% | ?
COc1ccc(/C=N/NC(=O)c2ccc(-n3cnnn3)cc2)cc1 | -19.3% | 2.1% | 10.4% | 2.4% | 10.2% | 5.6% | 9.8% | -2.5% | -6.1%
COc1ccc(CC(=O)Oc2ccc(F)c(F)c2)cc1S(=O)(=O)N1CCOCC1 | -10.1% | 1.0% | ? | 8.3% | -5.3% | -19.2% | 13.5% | -0.3% | -21.0%
CCc1ccc(C(=O)c2cn(CC(=O)Nc3ccc(F)cc3)c3ccc(OC)cc3c2=O)cc1 | -29.6% | 5.0% | ? | 0.6% | -5.0% | 5.1% | -0.6% | -5.4% | 22.1%
O=C(NN1CCOCC1)c1ccccc1 | -10.2% | 3.6% | 15.7% | -11.6% | 1.1% | 16.7% | 0.3% | 4.8% | 19.3%
COC(=O)C1=C(SC)N(c2ccc(OC)cc2)C(c2ccccc2)CC1=O (stereo not given) | -16.3% | 5.3% | -2.6% | 9.3% | -7.8% | -0.3% | -19.3% | -1.8% | -17.0%
COC(=O)c1nc[nH]c1C(=O)OC | -13.9% | 4.5% | ? | -2.3% | 3.8% | 21.7% | 11.6% | 1.4% | 10.6%
Cc1nn(C(C)(C)C)c(OC(=O)c2cccs2)c1Sc1ccccc1 | -10.3% | 0.5% | -19.5% | -4.1% | -0.4% | 9.9% | 1.1% | 0.6% | 5.3%
CC(C)(C)C(=O)NC1CCN(CC(=O)Nc2ccc3c(c2)OCO3)CC1 | -3.9% | 1.8% | -12.4% | -1.2% | 0.0% | 30.2% | 0.9% | 2.0% | 41.8%
CC(NS(=O)(=O)c1ccc2ccccc2c1)c1ccccn1 (stereo not given) | -5.7% | · | -1.5% | -14.0% | -2.0% | -0.3% | 3.1% | 0.6% | 19.9%
CCC1(C)Cc2c(sc3nc(SC)n(-c4ccc(C)cc4)c(=O)c23)CO1 (stereo not given) | -1.2% | 4.1% | -21.6% | 0.0% | -0.4% | 3.8% | -10.0% | -0.4% | 12.7%
CCOC(=O)C1=C(SCC(=O)Nc2ccccc2)NC(=O)C(C#N)C12CCCCC2 (stereo not given) | -3.4% | 2.3% | 2.1% | 0.7% | -12.5% | -4.7% | · | 0.5% | -16.1%
Cc1ccc(C2(C)NC(=O)N(CC(=O)NCCC3=CCCCC3)C2=O)cc1 (stereo not given) | 0.5% | 1.9% | ? | -4.9% | -5.4% | -6.7% | · | 0.6% | -0.5%
N#CCCN(CC(=O)O)S(=O)(=O)c1ccccc1 | -8.1% | 2.9% | 8.4% | 0.2% | -5.5% | 52.1%[57.1 µM] | -3.7% | 0.2% | 2.7%[11.4 µM]
CC(Sc1nc(NCc2ccccc2)nc(N(C)C)n1)C(=O)Nc1ccccc1 (stereo not given) | -9.2% | -1.5% | -16.6% | 0.8% | -8.6% | 12.3% | -3.3% | 0.3% | -34.2%
CCc1cnc2c(c1SCc1cc(OC)cc(OC)c1)c(=O)n(C)c(=O)n2C | -17.0% | 0.4% | -6.1% | 0.0% | -4.3%[57.1 µM] | -1.0%[57.1 µM] | -11.5% | 2.7% | -10.2%
NS(=O)(=O)c1ccc(CCNC(=O)CCc2ccccc2)cc1 | -6.3% | · | 132.7%[activator] | 1.4% | 6.1% | 13.3%[57.1 µM] | -11.7% | 0.4% | 12.8%
